# Source: PubChem BioAssay
# MITF primary: blocks human microphthalmia-associated transcription factor; O75030; AlphaScreen MITF homodimerization, bead proximity signal; 650,000 tested, 0.91% active; inhibition, % at 2.6 µM; in the data active means inhibition above about 50%;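 further: 0% = vehicle wells with protein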
# Target sequence (O75030 whole entry, looked up): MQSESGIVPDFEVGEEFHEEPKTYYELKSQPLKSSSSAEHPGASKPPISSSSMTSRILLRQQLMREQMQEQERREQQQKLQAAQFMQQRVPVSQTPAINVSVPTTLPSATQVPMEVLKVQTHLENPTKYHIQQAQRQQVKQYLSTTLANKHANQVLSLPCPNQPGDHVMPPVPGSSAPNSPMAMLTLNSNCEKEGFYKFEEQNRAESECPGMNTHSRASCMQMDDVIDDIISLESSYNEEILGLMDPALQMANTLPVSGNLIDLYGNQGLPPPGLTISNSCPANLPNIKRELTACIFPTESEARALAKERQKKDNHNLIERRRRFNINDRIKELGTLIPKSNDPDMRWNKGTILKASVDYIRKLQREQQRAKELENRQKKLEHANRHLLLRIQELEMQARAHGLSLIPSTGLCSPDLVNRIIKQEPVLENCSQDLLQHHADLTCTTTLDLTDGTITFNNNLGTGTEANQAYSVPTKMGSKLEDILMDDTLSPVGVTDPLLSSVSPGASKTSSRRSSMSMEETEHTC
# FBW7 activator: human FBW7 E3 ligase activation, primary screen | 650,000 tested, 0.13% active | normalized activity (activation), % at 26.1 µM | AlphaScreen FBW7–phospho-cyclin E peptide binding, activator screen | Q969H0 | AID 1259310; in the data active means normalized activity above about 1.9%;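 further: purified mutant Fbw7 with reduced substrate affinity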
# GPR151 ag: activates the human receptor GPR151; Q8TDV0; PathHunter beta-arrestin GPR151 cells, luminescence; activation, % at 11.2 µM; 650,000 tested, 1% active; AID 1508602; in the data active means activation above about 4.9%;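 further: 0% = median of compound wells and 100% = cells with positive control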
# Target sequence (Q8TDV0 whole entry, looked up): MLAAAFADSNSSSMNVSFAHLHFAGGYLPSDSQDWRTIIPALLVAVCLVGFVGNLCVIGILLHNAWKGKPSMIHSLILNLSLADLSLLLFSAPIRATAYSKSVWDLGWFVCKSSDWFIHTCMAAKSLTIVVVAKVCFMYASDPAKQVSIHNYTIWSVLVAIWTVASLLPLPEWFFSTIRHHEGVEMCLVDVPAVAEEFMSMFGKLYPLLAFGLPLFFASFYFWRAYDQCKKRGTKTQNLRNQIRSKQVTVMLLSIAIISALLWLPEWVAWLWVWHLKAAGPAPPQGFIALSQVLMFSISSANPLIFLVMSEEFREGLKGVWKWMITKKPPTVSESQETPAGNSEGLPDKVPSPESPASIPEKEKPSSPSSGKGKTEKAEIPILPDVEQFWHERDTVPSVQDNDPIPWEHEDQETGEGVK
# TEAD-YAP inh: TEAD-YAP interaction inhibition; HEK-TIYL cells, TEAD-Gal4/YAP UAS-luciferase luminescence; inhibition, % at 9.12 µM; 640,000 tested, 1.4% active; AID 1259422; in the data active means inhibition above about 32%;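 further: 0% = median of test compound wells and 100% = reference inhibitor wells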
# Numbers without * were called inactive.
canonical_smiles	MITF primary	FBW7 activator	GPR151 ag	TEAD-YAP inh
CC(=O)C1=C(O)C(=O)N(Cc2ccco2)C1c1ccc(Cl)cc1Cl (centres undefined)	-5	-0.1	-0.1	-5
CCCCc1nc2sc3c(NCCO)ncnc3c2c2c1COC(C)(C)C2	5	0.0	1.8	0
N=C1C(c2ccccc2)=C(O)CN1NC(=O)CSc1nc2ccccc2s1	8	0.0	3.3	-22
CNC(=O)Cc1nc2ccccc2n1CC(=O)Nc1cccc(OC)c1	2	0.0	0.0	-7
O=C(Nc1cccc(Cl)c1)C1CC1(c1ccccc1)c1ccccc1 (centres undefined)	7	0.0	0.6	9
CCCc1[nH]nc2c1C(/C(C)=C/c1ccco1)C(C#N)=C(N)O2 (centres undefined)	11	-0.2	-0.8	1
CCOc1ccc(-n2nc(C(=O)Nc3cc(Cl)c(OC)cc3OC)c3ccccc3c2=O)cc1	-6	-0.1	4.7	-1
CCc1nnc(-c2ccc(NC(=O)COc3cccc(C)c3)cc2)o1	4	0.2	-0.2	-6
Cc1cccc(N2CCN(C(=O)CN3C(=O)CCSc4ccccc43)CC2C)c1 (centres undefined)	-3	0.1	-2.6	9
CC1(C)CC(=O)C2=C(C1)NC1=C(C(=O)c3ccccc31)C2c1ccc(O)cc1 (centres undefined)	6	-0.4	1.0	0

# An excerpt of these results, as labelled records:
> CCCCc1nc2sc3c(NCCO)ncnc3c2c2c1COC(C)(C)C2
  MITF primary = 5 | FBW7 activator = 0.0 | GPR151 ag = 1.8 | TEAD-YAP inh = 0
> N=C1C(c2ccccc2)=C(O)CN1NC(=O)CSc1nc2ccccc2s1
  MITF primary = 8 | FBW7 activator = 0.0 | GPR151 ag = 3.3 | TEAD-YAP inh = -22

# Continuation.
canonical_smiles	MITF primary	FBW7 activator	GPR151 ag	TEAD-YAP inh
CCC(Sc1nc2n[nH]c(C)c2c(=N)n1-c1cccc(Cl)c1)C(=O)N1CCCC1 (centres undefined)	27	0.3	0.7	49*
COc1ccccc1CCN1C(=S)NC(C)(C)CC1(C)O (centres undefined)	12	0.6	-0.6	-13
CCC(C)NC(=O)NCc1noc2ccc(C)cc12 (centres undefined)	-11	-0.1	-2.1	-8
CC1CCCCN1C(=O)/C=C/c1ccc(F)cc1 (centres undefined)	9	0.8	-1.2	-52
Cc1ccc(NC2=NCC(=O)N2c2ccccc2)cc1	16	0.5	0.7	4
NNC(=O)c1ccc(NC(=O)c2ccccc2)cc1	15	0.1	-0.4	5
Cc1cc(Cl)ccc1OCC(=O)NNC(=O)c1cccnc1	-2	0.2	-1.0	-6
CCC(CC)NC(=O)/C=C/c1ccc(OC)cc1	9	0.9	-2.2	-30
O=C(CSc1nc2ccc(NC(=O)c3ccccc3Cl)cc2s1)Nc1ccccc1	-2	-0.2	-0.2	-41
O=C(NCCCN1CCOCC1)C(=O)Nc1ccccc1	4	0.0	1.2	-9

canonical_smiles	MITF primary	FBW7 activator	GPR151 ag	TEAD-YAP inh
CCc1ccccc1NC(=O)CSc1ncnc2c1sc1ccccc12	5	-0.1	-0.2	3
CC(C)n1c(N2CCc3ccccc3C2)nc2c(NCCOc3ccccc3)ncnc21	-4	-0.1	-1.5	-2
O=C(Cc1cccc2ccccc12)Nc1ncc(Cc2ccc(Cl)c(Cl)c2)s1	9	0.1	-0.2	1
CCC(C)(C)n1nnnc1CN1CCC(c2nc3ccc(C)cc3[nH]2)CC1	37	0.1	-0.7	-6
O=C(NCCSCc1ccccc1)c1ccc(Cn2c(=O)[nH]c3ccccc3c2=O)cc1	9	-0.1	1.6	12
O=C(CCCCn1c(=S)[nH]c2ccsc2c1=O)NCc1ccccc1Cl	-2	-0.1	0.0	0
Cc1sc2ncnc(N3CCN(C4CCCCC4)CC3)c2c1C	5	-0.3	0.7	5
CCn1ncc(C2=NOC(C(=O)N3CCC(C(N)=O)CC3)C2)c1C (centres undefined)	16	0.3	-0.1	-4
Cc1ccc(OCC(O)CN2CCN(c3ccccc3F)CC2)cc1C (centres undefined)	3	-0.1	-0.2	5
COc1cc(C(=O)NCCC(=O)NC2CCCC(C)C2C)cc(OC)c1OC (centres undefined)	0	-0.1	-1.9	8

canonical_smiles	MITF primary	FBW7 activator	GPR151 ag	TEAD-YAP inh
Cc1cccc(C(=O)NNC(=O)CN2C(=O)c3ccccc3C2=O)c1	-10	0.0	-0.5	-4
CCOc1ccc(NC(=O)CSc2nc3ccccc3c(=O)n2CCCC(=O)NCCc2ccc(OC)c(OC)c2)cc1	1	0.1	-0.4	19
N/C(=N\OC(=O)CCCN1C(=O)c2ccccc2C1=O)c1ccncc1	-3	0.6	-0.9	-3
NC(=O)C1CCN(C(=O)c2c(Cl)cccc2Cl)CC1	-4	-0.1	-1.0	-7
O=C(CN1C(=O)S/C(=C/c2ccccc2F)C1=O)Nc1ccccc1C(=O)O	-6	-0.1	1.3	3
CC1=NN(c2ccc(Br)cc2)C(=O)/C1=C/c1ccccc1OCc1ccccc1	1	-0.2	-3.3	-11
COc1ccc(CC(=O)N2CCC(c3[nH]ncc3-c3ccncc3)CC2)cc1	10	-0.2	-0.4	19
O=C(NCCCNC(=O)c1cncc(O)c1)c1cncc(O)c1	0	-0.1	0.0	-5
CSCC(=O)N1CCCC(CCC(=O)NCc2ccccc2F)C1 (centres undefined)	7	-0.1	-0.2	1
O=C(COc1cc(Cl)c(Cl)cc1Cl)Nc1ccncc1	5	0.1	0.8	-17

canonical_smiles	MITF primary	FBW7 activator	GPR151 ag	TEAD-YAP inh
O=C(NCCCN1CCOCC1)C(=O)NCC(c1ccco1)N1CCOCC1 (centres undefined)	1	-0.1	2.0	-7
O=C(O)CC(C(=O)O)c1ccc([N+](=O)[O-])cc1 (centres undefined)	1	0.0	0.0	12
COc1cc(Nc2cc(C)nc(N3CCOCC3)n2)cc(OC)c1OC	12	-0.1	1.4	8
CCc1ccc(C(=O)NCc2nnc(SC)n2C)cc1	-8	-0.1	0.2	-6
Cc1cccc(Cn2c(C)c(/C=C3\C(=N)N4N=C(C(F)(F)F)SC4=NC3=O)c3ccccc32)c1	18	0.7	3.0	-12
CCc1nc(C)cn1S(=O)(=O)c1ccc(C)c(C)c1	-6	-0.1	0.2	-18
COc1ccc(NC(=O)CSc2nc3cccnc3n2-c2ccccc2OC)cc1	16	0.0	-0.1	1
COc1cc(OC)cc(C(=O)NCCCN=C2NS(=O)(=O)c3ccccc32)c1	-8	0.2	0.2	-12
CSc1ncc(Cl)c(C(=O)Nc2ccccc2Cl)n1	7	0.1	-1.2	-2
O=[N+]([O-])c1ccccc1CN1CCN(CC2CC=CCC2)CC1 (centres undefined)	66*	-0.1	0.3	-13

# Values run as follows: MITF primary, FBW7 activator, GPR151 ag, TEAD-YAP inh
CSc1ccc(C2C3=C(CC(C)(C)CC3=O)Nc3nnnn32)cc1 (centres undefined)
 : 11, -0.2, -0.5, 2
CC(NC(=O)CC1CCCC1)C(c1ccccc1)N1CCOCC1 (centres undefined)
 : 15, 0.3, -2.0, -3
COc1cc(C)cc2oc(=O)cc(-c3ccccc3)c12
 : -2, 0.0, 0.2, 6
CCN(Cc1ccccc1)C(=O)C(Cc1ccccc1)NS(=O)(=O)c1cccs1 (centres undefined)
 : 11, 0.3, 3.2, 20
Cc1ccc(-c2noc(C(C)(C)NC(=O)c3ccccc3)n2)cc1
 : 0, -0.1, -0.3, 14
O=C(O)c1cc(S(=O)(=O)N2CCCC2C(=O)O)ccc1Cl (centres undefined)
 : 14, 0.1, 2.2, 2
COc1ccccc1-n1ccnc1SCC(=O)Nc1nc(C)cs1
 : 2, -1.1, 2.1, -2
CCc1ccc(S(=O)(=O)N2CC(C)OC(C)C2)cc1 (centres undefined)
 : -5, 0.0, 2.8, -2
COc1cc(OC)c(NC(=O)CSc2nc3ccccc3n2S(=O)(=O)c2ccc(Cl)cc2)cc1Cl
 : 5, -0.1, 2.1, -1
N#CC1=C(N)OC2=C(C(=O)CCC2)C1c1ccc(F)cc1F (centres undefined)
 : -2, -0.2, 1.3, 10
CCOc1ccccc1C1C(C(=O)OC2CCCCC2)=C(C)NC2=C1C(=O)CC(c1ccc(OC)c(OC)c1)C2 (centres undefined)
 : 2, 0.0, -0.8, 8
CC(C)c1ccccc1NC(=O)c1ccco1
 : 3, -0.1, -1.8, -6
O=C1OC(c2ccc(I)cc2)=N/C1=C\c1ccc(Br)o1
 : 6, 0.2, -0.3, 6
CN(Cc1ccc(OCC(O)CN2CCc3ccccc3C2)cc1)Cc1cccnc1 (centres undefined)
 : -12, 0.0, 0.1, 1
O=c1c2cccnc2[nH]c(=S)n1CCc1ccccc1Cl
 : 23, 0.3, 1.6, -8
CCC1CCCCN1S(=O)(=O)c1ccc2c(c1)CCN2C(=O)C1CC1 (centres undefined)
 : -3, 0.0, 0.7, -6
COc1nc(NCCOc2ccccc2)nc(-c2csc3ccccc23)n1
 : 8, 0.1, -0.1, -20
O=C(N/N=C/c1ccco1)Nc1ccccc1
 : -2, -0.2, -2.3, -58
O=S(=O)(c1ccc(N=Cc2c(O)ccc3ccccc23)cc1)N1CCOCC1
 : 11, 0.0, -0.6, 8
COc1ccc(CNC(=O)c2cnn3c(C(F)(F)F)cc(-c4ccc(OC)cc4)nc23)cc1
 : -9, 0.0, -1.0, 5

# Values run as follows: MITF primary, FBW7 activator, GPR151 ag, TEAD-YAP inh
CCC(Sc1nc2n[nH]c(C)c2c(=N)n1-c1ccc(Cl)c(C)c1)C(=O)NCCOC (centres undefined)
 : -2, 0.1, -0.6, -4
O=[N+]([O-])c1cccc(-c2nc3c4ccccc4nc(=S)n3[nH]2)c1
 : -6, -0.2, 0.5, -8
COc1ccc(NC(=O)c2cccs2)c(OC)c1
 : 6, 0.1, 0.3, -35
O=C(NC1CCCCCC1)c1c[nH]c2ccc(S(=O)(=O)N3CCc4ccccc43)cc2c1=O
 : -7, -0.1, 0.1, 8
CC1CCN(Cc2nnnn2CC(=O)N2CCC(OCc3ccccn3)CC2)CC1
 : 1, -0.2, 0.7, 4
COc1ccccc1C1CN(CC(=O)NCCN2CCNC2=O)Cc2ccccc2O1 (centres undefined)
 : 13, 0.2, -1.0, -6
Cc1ccccc1OCC(=O)NNC(=O)C(c1ccccc1)c1ccccc1
 : -7, -0.2, -0.2, 13
Cc1cc(C(F)(F)F)nn1CC(=O)Nc1sc2c(c1C#N)CCC(C(C)(C)C)C2 (centres undefined)
 : -8, -0.1, 0.6, 0
COc1ccc(OC)c(/C=N/N(C)c2ccccc2)c1
 : 4, -0.1, 1.6, -55
O=[N+]([O-])c1cccc(-c2nnc(SCc3ccccc3)n2-c2ccccc2)c1
 : -2, -0.1, -0.5, -4
CCCCCOCC(O)CN1CCCCC1 (centres undefined)
 : 7, -0.1, -1.3, -12
CC(C)(C)n1nc2c(c1NC(=O)C(c1ccccc1)c1ccccc1)CS(=O)C2 (centres undefined)
 : 13, 0.1, 4.2, -2
O=C(NCCNc1ccc(C(F)(F)F)cc1[N+](=O)[O-])c1cccc(Cl)c1
 : 12, 0.2, -0.8, -7
CSc1ccc(S(=O)(=O)Nc2c(C)cccc2C)cc1
 : 12, 0.2, -0.2, 2
O=C(Nc1cccc(C(F)(F)F)c1)c1ccc(F)c(S(=O)(=O)N2CCN(c3ccccn3)CC2)c1
 : 10, 0.1, 1.2, 14
COC(=O)c1ccc(CNC(=O)CCC(C)=O)cc1
 : -4, -0.3, 2.4, -1
CCCCCCNC(=O)CC(NS(=O)(=O)c1ccc(C)cc1)c1ccco1 (centres undefined)
 : 15, -0.2, -0.5, -5
Cc1onc(-c2c(Cl)cccc2Cl)c1C(=O)N1CCN(c2ccccc2F)CC1
 : 0, 0.1, -0.8, -9
O=C(Nc1ccc2ccccc2c1)/C(=C/c1ccc(Cl)cc1)NC(=O)c1ccccc1
 : -1, 1.8, 1.2, -4
CCN1CCN(S(=O)(=O)c2ccc3c(c2)OCCN3C(C)=O)CC1
 : 21, 1.1, -0.8, 8

# Next part, overlapping the part above by two compounds.
# Values run as follows: MITF primary, FBW7 activator, GPR151 ag, TEAD-YAP inh
O=C(Nc1ccc2ccccc2c1)/C(=C/c1ccc(Cl)cc1)NC(=O)c1ccccc1
 : -1, 1.8, 1.2, -4
CCN1CCN(S(=O)(=O)c2ccc3c(c2)OCCN3C(C)=O)CC1
 : 21, 1.1, -0.8, 8
Cc1cccc(-c2noc(CNC(=O)COc3ccc(Cl)cc3C)n2)c1
 : -2, -0.1, -1.0, 9
COc1ccc(CNc2cc(C)ccn2)cc1OC
 : -25, -0.3, 0.0, -7
CC(=O)Nc1ccc(OCC(=O)NC2(C#N)CCCCC2)cc1
 : 0, 0.1, 1.0, 1
COc1cc(NS(=O)(=O)c2ccc(NC(=O)c3cc(OC)c(OC)c(OC)c3)cc2)ncn1
 : 10, -0.2, 0.8, 8
COc1ccc(CCNc2cc(Nc3nccc4ccccc34)ncn2)cc1
 : 4, 0.0, 0.1, 9
CCC(CO)Nc1ccc2ncc(-c3cccc4ccccc34)n2n1 (centres undefined)
 : -12, 0.7, -0.3, -7
CCC(=O)N=c1sc2ccccc2n1CC(=O)OC
 : 9, 0.0, 0.9, 5
O=C(CSc1nc2[nH]ncc2c(=O)[nH]1)Nc1ccccc1C(F)(F)F
 : 15, -0.1, -1.7, 9
COc1cc(-c2nc3ccccc3c(=O)n2NCc2cc(Br)ccc2O)cc(OC)c1OC
 : 11, 0.0, -0.7, -19
CCCC(=O)N(Cc1ccccc1)c1nc2c(OC)ccc(C)c2s1
 : 0, -0.1, 0.8, -7
Cc1cc(C)nc(N(C#N)CCOc2ccc(Cl)cc2)n1
 : 48, 0.1, -1.1, -15
CCOC(=O)C1=C(C)N(c2ccc(OC)cc2)C(=O)/C1=C\c1ccccc1F
 : 2, 0.3, -1.2, -10
COc1ccc(CCNc2ncnc3nc(NCCN4CCOCC4)[nH]c23)cc1
 : 7, -0.2, 5.6*, 11
CN1C(=O)c2ccc(C(=O)NCc3ccc4c(c3)OCO4)cc2C1=O
 : 0, -0.1, 0.7, -2
